FH mod = Identification of activators of human fumarate hydratase by quantitative high-throughput screening | 0.22% of 54,000 active | Potency, µM (highest dose often 79.9 µM), without a hit: at the highest dose activity change, negative = inhibition, most hits filed as inhibitors | FH coupled MDH/diaphorase resazurin fluorescence, 15 min; also: the screen sought activators but most active calls are inhibition curves; nearly all actives have a fitted effect of over 45% in size
Target sequence (P07954 whole entry, looked up): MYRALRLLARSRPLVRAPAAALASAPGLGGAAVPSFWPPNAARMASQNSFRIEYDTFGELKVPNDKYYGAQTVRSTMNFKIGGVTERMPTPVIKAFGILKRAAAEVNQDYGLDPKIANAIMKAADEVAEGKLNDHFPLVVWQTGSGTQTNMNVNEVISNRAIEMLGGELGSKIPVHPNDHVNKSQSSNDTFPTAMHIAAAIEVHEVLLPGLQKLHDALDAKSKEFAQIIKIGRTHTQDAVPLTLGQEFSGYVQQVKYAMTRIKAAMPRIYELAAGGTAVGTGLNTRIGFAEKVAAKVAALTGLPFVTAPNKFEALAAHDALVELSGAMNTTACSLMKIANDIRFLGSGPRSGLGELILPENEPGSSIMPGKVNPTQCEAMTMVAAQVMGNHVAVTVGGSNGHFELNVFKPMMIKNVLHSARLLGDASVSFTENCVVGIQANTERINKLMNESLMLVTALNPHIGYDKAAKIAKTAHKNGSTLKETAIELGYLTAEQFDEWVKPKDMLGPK
NTMT1 inh = Primary qHTS for Inhibitors of N-terminal methyltransferase 1 (NTMT1): MTaseGlo Assay; 2.5% of 59,000 active; N-terminal Xaa-Pro-Lys N-methyltransferase 1 (Homo sapiens), Q9BV86; NTMT1 MTase-Glo SAH luminescence, purified enzyme; Potency, µM (doses to about 114 µM), without a hit: at the top dose activity change, negative = inhibition, most hits filed as inhibitors;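 also: plate controls were DMSO vehicle for no effect and no enzyme for full effect; nearly all actives have a fitted effect of over 65% in size; many of its hits are not listed in these tables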
Target sequence (Q9BV86 whole entry, looked up): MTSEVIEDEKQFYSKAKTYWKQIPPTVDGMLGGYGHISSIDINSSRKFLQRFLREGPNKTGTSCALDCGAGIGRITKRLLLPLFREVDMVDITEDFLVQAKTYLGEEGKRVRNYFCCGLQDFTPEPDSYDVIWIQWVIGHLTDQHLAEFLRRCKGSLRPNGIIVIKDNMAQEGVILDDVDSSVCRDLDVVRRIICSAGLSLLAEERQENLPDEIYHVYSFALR
Starred values were filed as active, the others as inactive; ? = inconclusive; & = joins results of further samples; ! = a repeat was not active; [ ] = another dose, or the depositor's remark. Calls follow the shape of the dose curve; as a rule, active = well fitted curve in the direction sought with a large enough effect; inconclusive = small, poorly fitted or top-dose-only effect, or another doubt; inactive = no such curve, though single readings can be large; an effect the other way counts as inactive or inconclusive. Unless noted, % is scaled to controls: 0 for no effect and ±100 for the full control effect; potency is read from the fitted curve at half-maximal effect.

SMILES	FH mod	NTMT1 inh
COCCOC(=O)C1=C(C)NC2=C(C(=O)CC(c3ccccc3OC)C2)C1c1cccc(O)c1 (stereo not given)	0%	?
COc1cccc2c1C(=O)c1c(O)c3c(c(O)c1C2=O)C[C@@](O)(C(C)=O)C[C@H]3O[C@H]1C[C@H](N)[C@H](O)[C@H](C)O1	-7%[53.3 µM]	6%[57.5 µM]
CC(=O)OC1CC2C(C)(C)C(=O)C=CC2(C)C2CC(=O)C3=C(CCC3C3=CC(O)OC3=O)C12C (stereo not given)	-3%[53.3 µM]	5%[29.8 µM]
Cc1ccc(NS(=O)(=O)c2cc3c(cc2N[C@@H](C)CO)NC(=O)CC3)cc1Cl	-22%	-2%
C[C@H](Cc1ccc(O)c(O)c1)[C@@H](C)Cc1ccc(O)c(O)c1	?	7.9µM*
CCC(=O)O[C@]1(C(=O)CCl)[C@@H](C)C[C@H]2[C@@H]3CCC4=CC(=O)C=C[C@]4(C)[C@@]3(F)[C@@H](O)C[C@@]21C	-11%&-23%[53.3 µM]	?
C=C1C(=O)O[C@H](CCC)[C@H]1C(=O)O	2%	1%[57.5 µM]
COc1c2c(cc3c1-c1c(cc4c(c1OC)OCO4)CC(C)C(C)C3)OCO2 (stereo not given)	-8%[53.3 µM]	20%[29.8 µM]
O=C(O)Cc1cccc2ccccc12	-8%[53.3 µM]	25%[57.5 µM]
CC1(C)CCC2(C(=O)OC3OC(COC4OC(CO)C(O)C(O)C4O)C(O)C(O)C3O)CCC3(C)C(=CCC4C5(C)CCC(OC6OCC(O)C(O)C6O)C(C)(C)C5CCC43C)C2C1O (stereo not given)	-3%[20.6 µM]	-3%[12.6 µM]
O=C(OCc1cccc(O)c1O[C@@H]1O[C@H](CO)[C@@H](O)[C@H](O)[C@H]1O)C1(O)C(=O)C2C=CC1C1C=CC(=O)C(O)(C(=O)OCc3cccc(O)c3O[C@@H]3O[C@H](CO)[C@@H](O)[C@H](O)[C@H]3O)C21 (stereo not given in full)	10%[20.6 µM]	-3%[12.6 µM]
Cc1ccc(-c2ncc[nH]2)cc1NC(=O)c1ccc(OCc2ccccn2)cc1	15%	-6%[57.5 µM]
COc1ccc(Cl)cc1NC(=O)Nc1cc(C)nc2ccccc12	?	-27%
Fc1ccc(N2CCN(CCC3OCCc4ccccc43)CC2)cc1 (stereo not given)	0%	-1%[57.5 µM]
CCC(C)/C=C(C)/C=C/C1=CC2=C(Cl)C(=O)C(C)(OC(C)=O)C(=O)C2=CN1CCCC(=O)O (stereo not given)	0%[53.3 µM]	1%[29.8 µM]
C[C@@H]1O[C@@H](O[C@H]2CC[C@@]3(C)[C@H](CC[C@@H]4[C@H]3C[C@@H](O)[C@]3(C)[C@@H](C5=CC(=O)OC5)CC[C@]43O)C2)C[C@H](O)[C@@H]1O[C@H]1C[C@H](O)[C@H](O[C@H]2C[C@H](O)[C@@H](O)[C@@H](C)O2)[C@H](C)O1 (stereo in doubt)	12%	-3%
COC(=O)Nc1nc2ccc(C(=O)c3cccs3)cc2[nH]1	-15%&4%&4%[53.3 µM]	28µM*!
COc1cc(C[C@H]2COC(=O)[C@@H]2Cc2ccc(O)c(OC)c2)ccc1O	-4%[53.3 µM]	1%[29.8 µM]
CN1CCN(C(=O)CN[C@@H]2C[C@H]2c2ccc(OCc3ccccc3)cc2)CC1	4%	-3%[57.5 µM]
Cc1cc(=O)c2c(O)c3c(O)cc(=O)c4c3c3c(cc(O)c1c23)C(C)(C)C=4O	-2%[53.3 µM]	3.5µM*!

Quoted from the listing.
Under NTMT1 inh, Fc1ccc(N2CCN(CCC3OCCc4ccccc43)CC2)cc1 (stereo not given) is entered as -1%[57.5 µM]
Under FH mod, Cc1ccc(NS(=O)(=O)c2cc3c(cc2N[C@@H](C)CO)NC(=O)CC3)cc1Cl is entered as -22%
Under NTMT1 inh, Cc1ccc(-c2ncc[nH]2)cc1NC(=O)c1ccc(OCc2ccccn2)cc1 is entered as -6%[57.5 µM]
Under NTMT1 inh, O=C(OCc1cccc(O)c1O[C@@H]1O[C@H](CO)[C@@H](O)[C@H](O)[C@H]1O)C1(O)C(=O)C2C=CC1C1C=CC(=O)C(O)(C(=O)OCc3cccc(O)c3O[C@@H]3O[C@H](CO)[C@@H](O)[C@H](O)[C@H]3O)C21 (stereo not given in full) is entered as -3%[12.6 µM]

The list continues:
SMILES	FH mod	NTMT1 inh
CC(C)c1ccc2c(c1)C(O)CC1C(C)(C(=O)O)CCCC21C (stereo not given)	-2%[53.3 µM]	6%[29.8 µM]
CN[C@@H](C)C(=O)N[C@H]1CCCC[C@H]2CC[C@@H](C(=O)N[C@@H](c3ccccc3)c3cn(CCCCc4ccc(CCCCn5cc([C@@H](NC(=O)[C@@H]6CC[C@@H]7CCCC[C@H](NC(=O)[C@H](C)NC)C(=O)N76)c6ccccc6)nn5)cc4)nn3)N2C1=O	-8%[53.3 µM]	28µM*!
NC(N)=N/N=C/c1ccccc1Cl	4%	-1%[57.5 µM]
O=C(Nc1ncc([N+](=O)[O-])s1)c1ccccc1O	-19%	?
Fc1ccc(-n2cc(CCCCN3CCC4(CC3)OCc3ccccc34)c3ccccc32)cc1	22%	4%[57.5 µM]
COc1ccc(CC2SC(=O)NC2=O)cc1C(=O)NCc1ccc(C(F)(F)F)cc1 (stereo not given)	6%[53.3 µM]	2%
CCC(C)(C)c1ccc(CC(C)CN2C[C@@H](C)O[C@@H](C)C2)cc1 (stereo not given in full)	8%&4%[53.3 µM]	-51%&12%[57.5 µM]
CC1CCC/C=C/C(=O)c2c(O)cc(O)cc2CC(=O)O1 (stereo not given)	-3%	-8%[57.5 µM]
O=C(O)/C=C/c1ccc2occc2c1O[C@@H]1O[C@H](CO)[C@@H](O)[C@H](O)[C@H]1O	3%[53.3 µM]	?
c1ccc(-c2nc[nH]c2-c2ccccc2)cc1	-7%[53.3 µM]	3%[57.5 µM]
O=C(CCc1ccccc1)c1c(O)c([C@@H]2O[C@H](CO)[C@@H](O)[C@H](O)[C@H]2O)c(O)c([C@@H]2O[C@H](CO)[C@@H](O)[C@H](O)[C@H]2O)c1O	1%[20.6 µM]	4%[12.6 µM]
CC1=CC(=O)[C@]2(O[C@@H]3O[C@@H](C)[C@H](O)[C@@H](O)[C@H]3O)C=CO[C@@H](O[C@@H]3O[C@H](CO)[C@@H](O)[C@H](O)[C@H]3O)[C@H]12	-2%[53.3 µM]	11%[29.8 µM]
CN1C[C@H]2c3ccccc3Oc3ccc(Cl)cc3[C@@H]2C1	0%&16%[53.3 µM]	-28%&-22%[57.5 µM]
CC1(C)CC[C@]2(C(=O)O)CC[C@]3(C)C(=CCC4[C@@]5(C)CC[C@H](O[C@H]6O[C@H](C(=O)O)[C@@H](O)[C@H](O[C@@H]7O[C@H](CO)[C@H](O)[C@H](O)[C@H]7O)[C@H]6O)C(C)(C)C5CC[C@]43C)[C@@H]2C1 (stereo not given in full)	4%[20.6 µM]	-3%[12.6 µM]
C=CC1(C)CC2CCC3C(C)(C(=O)O)CCCC3(C)C2=CC1=O (stereo not given)	7%[53.3 µM]	-5%[29.8 µM]
CC(=C\C(C)O)/C=C(\C)C(=O)CC1CC(CC(N)=O)CC(=O)O1 (stereo not given)	-1%[53.3 µM]	-19%[29.8 µM]
C=C(COC(=O)CC(C)C)C1Cc2cc(C(C)=O)ccc2O1 (stereo not given)	-3%	11%[57.5 µM]
Cn1c(=O)c2[nH]cnc2n(C)c1=O	0%&10%&2%[53.3 µM]	2%
CC(=O)OC/C=C(C)/C=C/C=C(C)/C=C/C1=C(C)CCCC1(C)C	-7%[53.3 µM]	4%[57.5 µM]
CCCn1cc2c(nc(NC(=O)Nc3ccc(OC)cc3)n3nc(-c4ccco4)nc23)n1	-10%	2%[57.5 µM]
C=C1C(OC(=O)/C(C)=C\C)[C@@]23CCC4[C@@](C)(CCC[C@@]4(C)C(=O)O)C2CC[C@H]1C3OC(C)=O (stereo not given in full)	25%[53.3 µM]	11%[29.8 µM]
O=c1ncn2nc(Sc3ccc(F)cc3F)ccc2c1-c1c(Cl)cccc1Cl	-2%	14%
CNC1[C@H](O)C(O[C@@H]2C(O)C(O[C@H]3O[C@H]([C@@H](C)NC)CC[C@H]3N)[C@@H](N)C[C@H]2N)OC[C@]1(C)O (stereo not given in full)	5%[53.3 µM]	21%[57.5 µM]
C=Cc1c(C)c2cc3[nH]c(cc4nc(cc5nc(cc1[nH]2)C(C)=C5CCC(=O)O)C(CCC(=O)O)=C4C)c(C)c3C=C	?	25µM*
CCCNC(=O)NS(=O)(=O)c1ccc(Cl)cc1	2%	-1%&17%[57.5 µM]
CCCCCCCCCCCCCCCCCCNC(=O)OC1CCN(C(=O)OC[C@H](COC(=O)N(Cc2cccc[n+]2CC)C(=O)c2ccccc2OC)OC)CC1	-10%[53.3 µM]	50µM*
C=C(CC/C=C(\C)C(=O)O)C1(O)CC=C(C)CC1 (stereo not given)	4%	10%[57.5 µM]
COc1ccc(OC)c(-c2nnc3ccc(-c4ccc(OC)c(O[C@@H]5CCOC5)c4)nn23)c1	2%[53.3 µM]	?
COc1cc2c(cc1O)CC[C@H]1[C@@H]2CC[C@]2(C)[C@H](O)CC[C@@H]12	8%	?
CC(C)C[C@H](C(=O)O)c1cc(-c2ccc(C(F)(F)F)cc2)cc(-c2ccc(C(F)(F)F)cc2)c1	?	-17%[57.5 µM]
O=C(c1ccccc1)c1ccccc1	-6%[53.3 µM]	35%[activator][57.5 µM]
C=C(C=O)[C@]1(O)C[C@@]2(C)C(=CC1=O)C=C[C@H](OC(=O)/C=C/C=C/[C@H](C)CC)[C@@H]2C	-1%[53.3 µM]	?
O=C(O)/C=C/c1ccc(Cn2ccnc2)cc1	3%[53.3 µM]	?
CCCCCOC(=O)Nc1nc(=O)n(C2O[C@H](C)[C@@H](O)[C@H]2O)cc1F (stereo not given in full)	2%	-1%[57.5 µM]
C=CCCN1CCC2(CC1)CN(C(=O)c1c(F)cccc1F)c1ccc(Cl)cc12	0%	5%[57.5 µM]
C=C1C(=O)OC2/C=C(\C)CC/C=C(\C=O)C(OC)C(OC(=O)C(C)CC)C12 (stereo not given)	0%[53.3 µM]	7%[29.8 µM]
C/C=C(\C)C(=O)O[C@H]1C=C(CO)C(=O)[C@H](OC(C)=O)[C@H]1C(C)C	0%[53.3 µM]	18%[29.8 µM]
O=C(O)CCc1c(C(=O)O)[nH]c2cc(Cl)cc(Cl)c12	1%[53.3 µM]	27%[29.8 µM]
COc1ccc(C2COc3cc(O)ccc3C2)c(O)c1 (stereo not given)	-10%	9%[57.5 µM]
CCNC(=O)OC1CCN(c2nncc3cc(OC)c(OC)cc23)CC1	0%	?

Full records from above. Values in the order: FH mod | NTMT1 inh
`COc1cc2c(cc1O)CC[C@H]1[C@@H]2CC[C@]2(C)[C@H](O)CC[C@@H]12` is listed as 8% | ?
`C=Cc1c(C)c2cc3[nH]c(cc4nc(cc5nc(cc1[nH]2)C(C)=C5CCC(=O)O)C(CCC(=O)O)=C4C)c(C)c3C=C` is listed as ? | 25µM*
`COc1ccc(C2COc3cc(O)ccc3C2)c(O)c1` (stereo not given) is listed as -10% | 9%[57.5 µM]
`CCNC(=O)OC1CCN(c2nncc3cc(OC)c(OC)cc23)CC1` is listed as 0% | ?
`O=c1ncn2nc(Sc3ccc(F)cc3F)ccc2c1-c1c(Cl)cccc1Cl` is listed as -2% | 14%

(more compounds)
SMILES	FH mod	NTMT1 inh
COc1c(N2C[C@@H]3CCCN[C@H]3C2)c(F)cc2c(=O)c(C(=O)O)cn(C3CC3)c12	-3%[53.3 µM]	-30%[57.5 µM]
CN(C)c1cccc(-c2c3c(=O)n(-c4ccccc4Cl)[nH]c3cc(=O)n2C)c1	-18%	-25%&5%[57.5 µM]
CCc1oc2ccccc2c1C(=O)c1cc(Br)c(O)c(Br)c1	-24%[53.3 µM]	79µM*
Cc1c(Cn2c(C)nc3c(C(=O)O)cc(N4CCOCC4)cc32)cccc1C(F)(F)F	17%	22%
CCCCCCCCCCCCCCCC(=O)NCCO	-14%[53.3 µM]	-7%[57.5 µM]
Cc1cc(C)cc(NC(=O)Cc2ccc(OC(C)(C)C(=O)O)cc2)c1	-6%	0%[57.5 µM]
COC(=O)C1(O)C(OC(C)=O)CCC2C3(CC(c4ccoc4)OC3=O)C(C)=CCC21C(=O)OC (stereo not given)	-3%[53.3 µM]	9%[29.8 µM]
COc1cc2c(Nc3ccc(NC(=O)c4ccccc4)cc3)ncnc2cc1OCCCN1CCOCC1	-16%	-9%
O=C(O[C@H]1[C@@H]2C=CO[C@@H](O[C@@H]3O[C@H](CO)[C@@H](O)[C@H](O)[C@H]3O)[C@@H]2[C@@]2(CO)O[C@@H]12)c1ccccc1	1%[53.3 µM]	20%[29.8 µM]
COc1cc2ncnc(Nc3cccc(Br)c3)c2cc1OC	-24%	16µM*
O=C(Nc1cccnn1)N1CCC(=Cc2cccc(Oc3ccc(C(F)(F)F)cn3)c2)CC1	-8%	-11%
OC[C@H]1O[C@@H](O[C@H]2[C@H](OCCc3ccccc3)O[C@H](CO)[C@@H](O)[C@@H]2O)[C@H](O)[C@@H](O)[C@@H]1O	-5%[53.3 µM]	4%[29.8 µM]
CCOC(=O)[C@H](CCc1ccccc1)N[C@H]1CCc2ccccc2N(CC(=O)O)C1=O	-12%&-5%[53.3 µM]	?
CCC1(c2cnc[nH]2)Cc2ccccc2C1	4%[53.3 µM]	?

A portion of the library, so the mix of outcomes need not match the whole.
